# Abeta yeast res = restores growth of yeast expressing A-beta42 peptide; yeast expressing A-beta42, growth rescue, OD600, 48 h; response scale: 0% DMSO, 100% iron-clioquinol control; Potency, µM (doses to about 46.1 µM), inactives show top-dose growth rescue, hits mostly activators; hit rate 0.063% among 410,000; AID 1347071; note: potency is the fitted concentration of half-maximal effect; nearly all actives have a fitted effect of over 55% in size
#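 Growth rescue measured by 600 nm absorbance after 48 h yeast culture at 30 C with compound. Values normalized between DMSO and an equimolar ferric chloride plus clioquinol control.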
# GLP-1R inv ag = GLP-1 receptor (human) inverse agonism; HEK293 GLP-1R CRE-luciferase, luminescence, 24 h; GLP-1R form is constitutively active; Potency, µM (series often up to 38.3 µM), inactives show top-dose activity change, negative = inhibition, usual class: inhibitors; P43220; hit rate 1.6% among 410,000; note: potency is the fitted concentration of half-maximal effect; % is set by controls: 0 for no effect and ±100 for the full control effect; nearly all actives have a fitted effect of over 55% in size
# Target sequence (P43220 whole entry, looked up): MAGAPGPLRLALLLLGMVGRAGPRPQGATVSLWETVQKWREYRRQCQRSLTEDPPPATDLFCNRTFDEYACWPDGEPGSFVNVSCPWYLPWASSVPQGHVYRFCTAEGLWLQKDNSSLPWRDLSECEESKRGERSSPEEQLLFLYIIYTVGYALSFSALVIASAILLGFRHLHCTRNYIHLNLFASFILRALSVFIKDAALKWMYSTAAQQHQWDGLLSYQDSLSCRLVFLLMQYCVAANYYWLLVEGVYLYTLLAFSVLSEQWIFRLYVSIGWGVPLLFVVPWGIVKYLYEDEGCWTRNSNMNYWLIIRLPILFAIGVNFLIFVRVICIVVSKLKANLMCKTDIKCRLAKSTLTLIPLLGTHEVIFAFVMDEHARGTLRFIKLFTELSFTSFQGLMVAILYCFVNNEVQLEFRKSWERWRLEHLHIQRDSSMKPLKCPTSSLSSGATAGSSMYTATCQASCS
#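 Assay principle: reduced luminescence from a cAMP-responsive reporter in HEK293 cells co-expressing a constitutively active GLP-1R. Conditions: 24 hr compound incubation, 37 deg C, 5% CO2.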
# aSyn rescue = rescues yeast growth from alpha-synuclein toxicity | hit rate 0.14% among 370,000 | Yeast expressing alpha-synuclein, growth rescue, BacTiter-Glo, 24 h | Potency, µM (top dose mostly 46.1 µM), for the others: top-dose growth rescue (activation), usual class: activators; note: potency is the fitted concentration of half-maximal effect; % of control where 0% means no effect; nearly all actives have a fitted effect of over 65% in size
#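 Readout is rescue of growth in alpha-synuclein-expressing yeast, so inhibitors of toxicity appear as activators. Growth after 24 hr at 30 deg C in galactose medium is quantified by luminescence.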
# HEK293 tox = cytotoxicity counter-screen for GLP-1 receptor inverse agonists | HEK293 cAMP-luciferase reporter cells, luminescence, 24 h | Potency, µM (doses to about 38.3 µM), inactives show at the highest dose activity change, negative = inhibition, most hits filed as inhibitors | hit rate 0.13% among 410,000;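 note: loss of luciferase light is scored as toxicity; potency is the fitted concentration of half-maximal effect; % is set by controls: 0 for no effect and ±100 for the full control effect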
#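 A 23 nL compound transfer followed 12 hours of cell culture at 37 deg C; exposure then lasted 24 hr. Luciferase assay detection reagent was dispensed and plates read for luminescence after a 12 min room-temperature wait.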
# FUS suppressor = rescues growth of FUS-expressing yeast. S. cerevisiae FUS-expressing, growth rescue, OD600, 24 h. Potency, µM (titrated, usually from 76.6 µM), for inactives: top-dose growth rescue (activation), hits mostly activators. hit rate 0.24% among 390,000. AID 1347120;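 note: potency is the fitted concentration of half-maximal effect; plate controls were DMSO vehicle for no effect and reference control for full effect; nearly all actives have a fitted effect of over 55% in size; some results filed as inactive show a strong effect at the top dose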
#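 Compound concentration series was pinned onto galactose-induced FUS-expressing yeast seeded at OD 0.005. Plates sat 24hr at 30C; absorbance at 600 nm gave growth. DMSO served as background control.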
# PTHR1 ag = activates the human parathyroid hormone receptor PTHR1. Q03431. HEK293 GP2 PTHR1 cells, GloSensor cAMP luminescence, 1 h. Potency, µM (highest dose often 115 µM), without a hit: at the top dose activation, actives largely listed as activators. hit rate 0.075% among 410,000; note: potency is the fitted concentration of half-maximal effect; nearly all actives have a fitted effect of over 55% in size; some results filed as inactive show a strong effect at the top dose; inactives centre near -15; many of its hits are not listed in these tables
# Target sequence (Q03431 whole entry, looked up): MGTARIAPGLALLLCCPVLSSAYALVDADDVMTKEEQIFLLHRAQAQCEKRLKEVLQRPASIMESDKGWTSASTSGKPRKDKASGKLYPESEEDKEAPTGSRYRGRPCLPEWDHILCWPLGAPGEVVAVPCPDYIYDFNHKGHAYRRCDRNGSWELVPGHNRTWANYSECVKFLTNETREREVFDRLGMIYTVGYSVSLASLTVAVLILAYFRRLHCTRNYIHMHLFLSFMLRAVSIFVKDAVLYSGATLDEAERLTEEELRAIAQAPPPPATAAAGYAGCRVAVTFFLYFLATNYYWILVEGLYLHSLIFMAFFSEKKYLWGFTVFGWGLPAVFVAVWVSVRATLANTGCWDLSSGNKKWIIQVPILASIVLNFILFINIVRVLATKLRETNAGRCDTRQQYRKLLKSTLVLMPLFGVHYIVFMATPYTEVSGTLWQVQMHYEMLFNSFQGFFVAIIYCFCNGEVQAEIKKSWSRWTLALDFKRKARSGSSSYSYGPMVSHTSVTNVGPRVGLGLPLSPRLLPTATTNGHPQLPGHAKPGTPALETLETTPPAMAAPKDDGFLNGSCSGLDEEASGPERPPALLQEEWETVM
#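 HEK-293-derived GP2 cells expressing PTHR1 and a GloSensor cAMP reporter, 3,000/well, plated overnight, given luciferin plus IBMX (each 0.5 mM as added) for 1 h at 37 °C, then compound for 1 h at 37 °C. Luminescence was read after 15 min at room temperature.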
# pAkt inh = blocks phosphorylation of Akt; Neuro2A IGF-stimulated pAkt S473 HTRF, 20 min; active compounds read low; activity change, % for hits at 50 µM; hit rate 0.32% among 360,000; AID 651550; in the data active = activity change below about -80%; inconclusive = mostly about -51% to -80%; note: % is set by controls: 0 for no effect and ±100 for the full control effect
#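 Neuro2A cells (4,500/well, DMEM with 0.5% FBS) were treated with compound at a single 50 µM final concentration, stimulated with 6 nM IGF for 20 min at 37 °C, and lysed. Phospho-Akt Ser473 was read by HTRF as 665/615 ratio ×10^4.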
# MmCpn inh = blocks the Methanococcus maripaludis chaperonin Mm-Cpn; purified Mm-Cpn ATPase, ADP Transcreener TR-FRET; Potency, µM (series often up to 76.9 µM), without a hit: at the top dose activity, negative = inhibition, hits mostly inhibitors; hit rate 0.031% among 330,000; AID 504842; note: potency is the fitted concentration of half-maximal effect; % is set by controls: 0 for no effect and ±100 for the full control effect; nearly all actives have a fitted effect of over 80% in size
#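 ATPase turnover read by TR-FRET ADP competition (Eu cryptate antibody/ADP-d2, 665/590 nm): 10uM ATP final, 25nM Mm-CPN final, 30 min 37degC after 10-min compound preincubation, pH 7.4 Tris/KCl/MgCl2/DTT buffer.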
# TDP43 rescue = TDP-43 toxicity inhibition in yeast; Potency, µM (top dose mostly 46.1 µM), for the others: at the top dose growth rescue (activation), usual class: activators; hit rate 1.8% among 410,000; TDP-43 expressing yeast growth rescue, BacTiter-Glo, 24 h; note: potency is the fitted concentration of half-maximal effect; % of control where 0% means no effect; nearly all actives have a fitted effect of over 50% in size
#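 Readout is BacTiter-Glo luminescence of cell growth, so inhibitors register as activators. TDP-43-expressing yeast at OD600=0.02 in galactose medium, after raffinose pregrowth to mid-log, were incubated with compound for 24 hr at 30 deg C.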
# An asterisk follows results filed as active; i = inactive; u = inconclusive; x = no result given; [ ] = remark or other dose. Unless noted, calls come from the whole dose curve; as a rule, active = well fitted curve in the direction sought with a large enough effect; inconclusive = small, poorly fitted or top-dose-only effect, or another doubt; inactive = no such curve, though single readings can be large; an effect the other way counts as inactive or inconclusive. This is a subset. The share of hits here may be higher or lower than overall.
SMILES,Abeta yeast res,GLP-1R inv ag,aSyn rescue,HEK293 tox,FUS suppressor,PTHR1 ag,pAkt inh,MmCpn inh,TDP43 rescue
COC(=O)c1ccc(NC(=O)c2ccccc2SC)cc1,-7%,0%,0%,13%,6%,-75%[inhibitor],i,0%,16%
CCCn1nc(C(=O)NCCN2CCOCC2)c2ccccc2c1=O,4%,2%,-4%,0%,9%,-6%,i,0%,-14%
CN(Cc1ccccc1)c1ccc(C(CC(N)=O)NC(=O)c2ccc(Br)cc2)cc1[N+](=O)[O-] (stereo not given),2%,u,-2%,-31%,u,-39%[inhibitor],i,-5%,-2%
COc1cc(/C=N/Nc2ncnc3sc4c(c23)CCC4)ccc1O,11%,u,1%,u,22%,i,i,-2%,u
O=C(O)c1ccc(NC(=O)c2cccc(NC(=O)c3cccs3)c2)cc1,6%,3%,0%,-3%,7%,-11%,i,-2%,-4%
COCc1[nH]nc2c1C1(CCC3(CC1)OCCO3)C(C#N)=C(N)O2,10%,8%,-1%,-2%,3%,i,i,-1%,7%
O=C(COc1ccc(F)cc1Br)Nc1ccccc1N1CCCC1,-18%,u,0%,8%,-10%,i,i,x,14%
COC(=O)[C@H]1C[C@H](OC(=O)Nc2c(C)noc2C)[C@@]2(O)CN(S(=O)(=O)c3ccc(C)cc3)CC2[C@H]1C(=O)OC (stereo not given in full),0%,6%,-3%,-12%,5%,i,i,x,0%
Cc1cccc(NC(=O)c2cc(=O)c3ccccc3o2)c1,-2%,3%,2%,4%,17%,i,i,1%,0%
CCn1cc(C(=O)OCC(=O)N(C)Cc2ccccc2)c(=O)c2ccc(C)nc21,8%,13%,1%,1%,4%,-3%,i,-2%,8%
Cc1ccc2oc(-c3cccc(NC(=O)c4ccc(N5CCC(C)CC5)c([N+](=O)[O-])c4)c3)nc2c1,-5%,16%,x,-1%,9%,-25%,x,x,15%
Oc1ccccc1Oc1c(F)c(F)nc(N2CCCC2)c1F,-3%,u,7%,-13%,23%,-14%,i,1%,-81%[inhibitor]
Cc1ccc(NC(=S)NC(NC(=O)c2ccco2)C(Cl)(Cl)Cl)cc1 (stereo not given),4%,u,-8%,-35%,-4%,-31%[inhibitor],i,-1%,3%
CCC(=O)Nc1cccc(C2=NOC3(C2)C[C@@H](C(N)=O)N(C(=O)c2ccccc2C(=O)c2ccccc2)C3)c1 (stereo not given in full),2%,16%,1%,-26%,21%,7%,i,-2%,1%
Cc1ccc(/C=N/NC(=O)C(C)Oc2cccc3ccccc23)o1 (stereo not given),-2%,u,-1%,12%,29%,i,i,2%,u
O=C(CCNC(=O)c1ccc(Br)o1)NCc1ccccc1Cl,4%,13%,-3%,-4%,16%,-2%[57.5 µM],i,0%,-16%
CN1CCN(c2ccc(S(=O)(=O)N3CCOCC3)cc2NC(=O)CC(C)(C)C)CC1,2%,-6%,-3%,6%,0%,u,i,3%,-7%
O=S(=O)(NCc1ccc2c(c1)OCO2)c1cccc(S(=O)(=O)N2CCOCC2)c1,-27%,0%,-1%,9%,30%,i,i,-2%,-11%
CCn1cc(CNC(=O)C2CCC(=O)N(CCc3cccc(F)c3)C2)cn1 (stereo not given),7%,13%,4%,-5%,x,i,i,-4%,10%
COc1ccccc1NC(=O)CN1CCN(CC(=O)Nc2ccc(S(N)(=O)=O)cc2)CC1,-4%,0%,-8%,0%,-17%,-5%,i,5%,-1%
CCOC(=O)N1CCN(C(=O)CSc2nnc(-c3ccc(C)c(C)c3)o2)CC1,9%,7%,-3%,1%,8%,-12%,i,1%,u
COc1ccc(N2CCN(C(c3ccco3)c3sc4nc(C)nn4c3O)CC2)cc1 (stereo not given),-4%,3%,-3%,2%,3%,-22%,i,1%,-10%
Clc1ccc(CN2CCN(c3ncccn3)CC2)cc1,1%,2%,3%,0%,4%,-1%,i,-3%,6%
c1cc(-c2noc(CC3CCCCC3)n2)ccn1,21%,4%,13%,-2%,9%,-26%,i,1%,17%
Cc1ccc(NCSc2ccc(Cl)cc2)cc1,u,u,11%,-6%,-10%,-20%,i,x,7.1µM*
Cc1ccc(C)c(N2CCN(C(=O)CCS(=O)(=O)c3ccc4c(c3)NC(=O)C(C)S4)CC2)c1 (stereo not given),-7%,-26%,-2%,-5%,-6%,-94%[inhibitor],i,2%,10%
CCOC(=O)c1ccc(NC(=O)c2ccc(NS(C)(=O)=O)cc2)cc1,6%,-27%,-1%,-20%,-4%,-12%[57.5 µM],i,-2%,0%
Cc1ccccc1C(=O)Nc1nc(-c2nnn(-c3ccc(C(C)C)cc3)c2C)ns1,-9%,-42%,x,1%,16%,-37%[inhibitor],x,x,4%
CCn1c(SCc2nc3ccccc3[nH]2)nnc1-c1cccnc1,-5%,40%[activator],-4%,10%,26%,-2%[57.5 µM],x,0%,-11%
CCCc1cc(=O)oc2c(C)c(OCC(=O)NC3CC(C)(C)NC(C)(C)C3)ccc12,-2%,u,3%,-14%,8%,i,i,-9%,18%
CC(C)(CNC(=O)c1cccs1)N1CCOCC1,-19%,5%,-11%,8%,-9%,5%,i,1%,3%
CCCNC(=O)C1(C)CCN(C(=O)c2cc(C)n(C(C)(C)C)n2)C1 (stereo not given),7%,-14%,0%,-21%,-14%,-7%,i,x,4%
Cc1cccc(N2C(=O)C3C4CC(=O)C(c5ccccc54)C3C2=O)c1C (stereo not given),6%,-4%,0%,4%,14%,-7%,i,0%,11%
CCCn1c(N)c(Sc2ccc(Cl)cc2)c(=O)n(CCC)c1=O,-10%,u,0%,4%,3%,i,x,-2%,-7%
Cc1cc(NC(=O)CCC(=O)N(Cc2ccco2)C2(C(=O)NC3CCCCC3)CCCC(C)C2)no1 (stereo not given),3%,u,0%,3%,13%,i,i,2%,24%
Cc1cc(C(=O)NCc2ccc(S(N)(=O)=O)cc2)c(C)o1,-6%,-2%,-1%,1%,9%,i,i,x,-17%
O=C(Nc1ccsc1C(=O)NC1CCCCC1)c1ccccc1,-3%,2%,0%,-8%,0%,i,i,-18%,2%
O=C(CN1CCN(Cc2ccccc2)CC1)Nc1ccccc1-c1ccccc1,-24%,2µM*,0%,-20%,21%,i,i,-3%,-19%[0.397 µM]
COc1ccc(C2=NOC(C(=O)N3CCN(c4ccccc4OC)CC3)C2)cc1 (stereo not given),9%,2%,4%,-14%,-19%,-95%[inhibitor],i,-1%,0%
CCN(CC)CCC(c1cc(OC)c(OC)c(OC)c1)c1c(OC)cc(OC)c2c(-c3ccccc3)cc(=O)oc12 (stereo not given),8%,u,-4%,u,39%,i,i,2%,11%
CCN(Cc1ccccc1)C(=O)CSc1nc(C)cc(C)c1C#N,0%,u,10%,-25%,18%,-46%[inhibitor],i,-1%,28%
CC1=C(C(=O)N(C)C)CC(CC(=O)NC2CCCC2)C(=O)N1CCCN1CCCC1=O (stereo not given),0%,-5%,-1%,u,-32%,-12%,i,x,25%
O=C(CNS(=O)(=O)c1cccc2nsnc12)NCc1ccc(Cl)cc1,8%,-28%,0%,-12%,12%,-7%[57.5 µM],i,-1%,13%
O=C(CCNC(=O)c1ccc(Br)cc1)Nc1cccc(S(=O)(=O)N2CCCCC2)c1,-6%,u,0%,-15%,x,-28%,i,1%,-11%
CCc1nnc(NC(=O)CCC(=O)N2CCN(C3CCCCC3)CC2)s1,-9%,0%,1%,-1%,4%,i,i,0%,-25%
CC(=O)n1nc(-c2cccnc2)nc1NCc1ccc(F)cc1,-18%,13%,x,-1%,1%,0%,x,x,u
O=C(N/N=C/C1=C(N2CCOCC2)C(=C\c2ccccc2)/CC1)Nc1ccccc1,-15%,-1%,8%,-10%,12%,i,i,3%,-17%
COc1ccccc1N1CCN(C(=O)C2CCCO2)CC1 (stereo not given),11%,25%,5%,0%,-4%,-7%[57.5 µM],i,1%,-3%
N#Cc1nc(Cc2ccccc2)oc1NCc1ccccc1Cl,-5%,u,1%,6%,32%,i,i,3%,u
COc1ccc(C)cc1NC(=O)c1ccoc1C,-6%,-12%,-5%,2%,-1%,-10%[57.5 µM],i,-2%,13%
COc1ccc(NC(=O)c2ccco2)cc1NC(=O)c1ccccc1,-16%,10%,0%,1%,36%,i,i,0%,-17%
COC(=O)c1ccccc1N1C(=O)C2C(C1=O)[C@H]1C=C[C@@H]2C1 (stereo not given in full),-2%,8%,4%,1%,10%,i,i,-1%,2%
COC(=O)c1ccccc1NC(=O)c1cccc(NC(=O)C(C)C)c1,8%,-5%,-11%,-4%,-17%,-6%,i,-1%,19%

# Molecules shown so far that contain a thiophene ring, fused or not, in the order listed:
SMILES,Abeta yeast res,GLP-1R inv ag,aSyn rescue,HEK293 tox,FUS suppressor,PTHR1 ag,pAkt inh,MmCpn inh,TDP43 rescue
COc1cc(/C=N/Nc2ncnc3sc4c(c23)CCC4)ccc1O,11%,u,1%,u,22%,i,i,-2%,u
O=C(O)c1ccc(NC(=O)c2cccc(NC(=O)c3cccs3)c2)cc1,6%,3%,0%,-3%,7%,-11%,i,-2%,-4%
CC(C)(CNC(=O)c1cccs1)N1CCOCC1,-19%,5%,-11%,8%,-9%,5%,i,1%,3%
O=C(Nc1ccsc1C(=O)NC1CCCCC1)c1ccccc1,-3%,2%,0%,-8%,0%,i,i,-18%,2%

# Compound activity (PubChem)
